Source: PubChem (several laboratories)
Shn3 3UTR inh = Schnurri-3 reporter inhibition in Clone20 osteoblasts. Clone20 osteoblast Shn3 3'UTR firefly luciferase, 24 h. inhibition, % at 12.5 µM. 0.52% of 360,000 active. AID 588674;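 active = mean inhibition of at least 75% with every replicate also reaching 75%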;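 also: 0% = median of neutral control wells and 100% = pilot-screen positive control compound; some compounds past the cut are filed as inactive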
Vif imaging = blocks HIV Vif function | HEK293T cells, Vif self-association by quenched fluorescence, imaging, 24 h | inhibition, % at 7.49 µM | 0.35% of 340,000 active | AID 602346; in the data active = inhibition above about 50%, passing the limit was not always enough; also: some results filed as inactive read as strong as hits
MITF TRPM1 inh = inhibitors of MITF-driven TRPM1 promoter in melanoma cells; SK-MEL-5 TRPM1 promoter luciferase, 24 h; inhibition, % at 12.5 µM; 0.83% of 330,000 active; AID 488899;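 active = mean inhibition across replicates of 60% or more, whatever share of single replicates reaches that level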; also: values of inactives mirror those of a sister screen read the other way
NR2E3 ag-1 = agonists of human NR2E3 nuclear receptor; 0.35% of 360,000 active; inhibition of corepressor binding, % at 3.98 µM; Q9Y5X4; CHO-S Gal4-NCOR/VP16-NR2E3 two-hybrid, luciferase; AID 602229;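 active = inhibition above the mean of all tested compounds plus 3 SD, cut at about 70% in these data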;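 also: 0% = DMSO with NR2E3 transfected cells and 100% = cells lacking NR2E3 construct; higher means lower luciferase signal from less NR2E3 corepressor binding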
Target sequence (Q9Y5X4 whole entry, looked up, the tested form may be a part): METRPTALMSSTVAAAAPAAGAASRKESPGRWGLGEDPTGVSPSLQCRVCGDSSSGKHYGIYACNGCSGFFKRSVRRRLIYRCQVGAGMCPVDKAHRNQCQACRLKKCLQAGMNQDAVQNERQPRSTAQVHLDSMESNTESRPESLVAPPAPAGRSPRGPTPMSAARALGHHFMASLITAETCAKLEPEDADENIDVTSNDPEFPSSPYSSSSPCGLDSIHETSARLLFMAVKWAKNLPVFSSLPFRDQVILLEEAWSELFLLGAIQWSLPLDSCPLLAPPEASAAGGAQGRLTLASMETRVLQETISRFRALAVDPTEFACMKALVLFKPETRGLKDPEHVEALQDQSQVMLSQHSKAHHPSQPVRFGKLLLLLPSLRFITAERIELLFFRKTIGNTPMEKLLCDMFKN
CF NFkB inh = blocks PAF-induced NF-kB reporter in cystic fibrosis cells | KKLEB NF-kB-GFP reporter, GFP fluorescence overnight | inhibition, % at 5 µM | 0.86% of 360,000 active;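 active = at least 50% inhibition at 5 µM, scaled per plate between neutral and stimulator controls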;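 also: PAF is a Pseudomonas aeruginosa culture filtrate used as stimulus; plate controls were PAF-stimulated DMSO wells for no effect and unstimulated DMSO wells for full effect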
KKLEB tox = counter-screen for CF NF-kB inhibitors: cytotoxicity. 0.36% of 360,000 active. KKLEB CF airway cells viability, ATPlite luminescence, overnight; active compounds read low; cells stimulated with P. aeruginosa culture filtrate. activity change (cytotoxicity), % at 5 µM;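 active = corrected activity change at or below -50% at 5 µM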
PDI inh = blocks human protein disulfide isomerase activity; PDI insulin aggregation turbidity, A650, 90 min; inhibition, % at 10 µM; P07237; 0.052% of 350,000 active;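 active = mean inhibition across replicates of 30% or more, whatever share of single replicates reach that level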;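 also: absorbance from insulin aggregation driven by PDI reduction with DTT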
Target sequence (P07237 whole entry, looked up): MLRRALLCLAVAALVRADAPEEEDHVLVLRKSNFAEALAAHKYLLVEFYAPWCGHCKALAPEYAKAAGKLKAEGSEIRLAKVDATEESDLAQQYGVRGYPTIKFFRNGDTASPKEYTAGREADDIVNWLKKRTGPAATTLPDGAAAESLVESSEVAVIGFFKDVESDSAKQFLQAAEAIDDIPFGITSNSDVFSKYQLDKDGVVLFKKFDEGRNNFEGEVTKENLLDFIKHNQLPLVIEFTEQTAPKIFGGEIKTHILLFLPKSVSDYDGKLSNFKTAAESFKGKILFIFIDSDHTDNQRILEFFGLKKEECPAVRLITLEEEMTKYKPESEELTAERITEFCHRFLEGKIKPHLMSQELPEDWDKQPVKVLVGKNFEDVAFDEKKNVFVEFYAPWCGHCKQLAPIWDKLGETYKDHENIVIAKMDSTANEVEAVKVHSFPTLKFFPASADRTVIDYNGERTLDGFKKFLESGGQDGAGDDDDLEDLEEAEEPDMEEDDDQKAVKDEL
CaV13 ICDI inh = Disruptors of the CACNA1D IQ motif to Ca2+-dependent inactivation inhibitor domain association, primary screening, Förster resonance energy transfer in intact living …; HEK cells, CFP/YFP FRET ICDI-IQ, plate reader, 10 min; percent FRET-ratio fall versus neutral wells; inhibition, % at 12.3 µM; 0.098% of 340,000 active; AID 743397;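 active = mean replicate inhibition of at least 30% and at least 1% of replicates passing that level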;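 also: 0% = median of the neutral control wells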
HIF-2a block = HIF-2a inhibition; 786-0 RCC cells HIF-2a reporter, luciferase luminescence, overnight; inhibition, % at 18.8 µM; 0.72% of 360,000 active;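 active = inhibition of the luminescence signal of 40% or more relative to plate controls, in a single-dose primary screen at 18.75 µM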
NR2E3 ag-2 = NR2E3 (human) agonism | 0.12% of 320,000 active | Q9Y5X4 | GST-NR2E3/biotin-RetCOR TR-FRET, 1536-well | AID 2300 | inhibition of corepressor binding, % at 4.78 µM;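 active = percent inhibition above the cutoff of mean plus 3 SD of all tested compounds, set per screening campaign, cut at about 20% in these data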;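 also: 0% = DMSO wells and 100% = biotin wells as full block of FRET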
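Test system – NR2E3–RetCOR corepressor complex · Quantity – NR2E3 fusion 1.35 nM · Buffer or medium – Tris pH 7.5 · Incubation – Compound–protein incubation for 5 h at 4 °C · Technique – TR-FRET, Eu(K)-anti-GST donor, streptavidin-D2 acceptor, ex 340, em 617/671 nm · Evaluation – percent inhibition of 671/617 nm emission ratio versus biotin and DMSO controls · Plate – 1536-well format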
Peg3 promoter = Peg3 promoter activity inhibition. inhibition, % at 20 µM. 1.7% of 360,000 active. HeLa PEG-Prom luciferase reporter, luminescence, overnight;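 active = inhibition of at least 50% at 20 µM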
The depositor's hits bear a star; . = not tested or not shown.

cpd	SMILES	Shn3 3UTR inh	Vif imaging	MITF TRPM1 inh	NR2E3 ag-1	CF NFkB inh	KKLEB tox	PDI inh	CaV13 ICDI inh	HIF-2a block	NR2E3 ag-2	Peg3 promoter
1	CCC1(C)Cc2c(C#N)c(N)n(N)c(=S)c2CO1 (configuration not stated)	4	1	9	18	-23	2	4	-5	15	2	-5
2	CC(=O)Nc1ccc(OCC(=O)N(CC(C)C)C2CCS(=O)(=O)C2)cc1 (configuration not stated)	-20	8	-2	-11	-1	3	-5	-4	18	1	5
3	CCc1cccc(NC(=O)c2ccc(NS(=O)(=O)c3c(C)noc3C)cc2)c1	5	5	5	19	13	-6	-1	-3	13	2	17
4	CCN(C(=O)c1cc2c(=O)[nH]c3ccc(C)cc3c2s1)c1cccc(C)c1	-25	-1	-18	-2	16	-10	-11	-2	0	-1	12
5	C=CCNC(=O)CCCCCNS(=O)(=O)c1ccc(OC)cc1	-4	14	7	-1	-1	0	15	-4	12	1	2
6	CCOc1ccc(Oc2ccccc2NS(=O)(=O)c2ccc(CCC(=O)O)cc2)cc1	14	-8	-2	34	20	-19	-8	-5	-7	2	22
7	CCCCOc1cccc(C2/C(=C(/O)c3ccc4c(c3)CC(C)O4)C(=O)C(=O)N2CCN2CCOCC2)c1 (configuration not stated)	-21	-5	-8	-5	-8	-15	3	-3	1	3	-9
8	O=C(NC1CCCCC1)c1ccc2snnc2c1	-33	-3	2	-7	7	2	-1	-4	-54	-4	-60
9	O=C(NCc1cccs1)C1CCN(S(=O)(=O)c2cccc([N+](=O)[O-])c2)CC1	-2	-25	1	-5	-4	2	-3	-7	11	-3	5
10	Nc1ccn([C@@H]2O[C@H](C(=O)NCCc3ccc(F)cc3)[C@@H](O)[C@H]2O)c(=O)n1	2	.	.	-5	-3	-12	.	-11	13	.	4
11	O=C1CCCCc2cc(O)c(O)cc21	-17	-4	.	-9	1	-2	-4	-4	1	.	3
12	CCN(CC(=O)Nc1ccccc1C(F)(F)F)C(=O)C1=COCCO1	-3	-4	-2	-29	16	-12	-8	-2	7	4	1
13	CCCc1c(C)[nH]c2ccccc2c1=O	-14	0	-13	-3	5	7	-2	.	8	0	-5
14	Cn1c(SCC(=O)NCc2ccccc2)ncc(C(=O)Nc2ccccc2)c1=O	20	4	34	3	10	-16	7	-6	-11	6	24
15	COc1ccc(CN(C(=O)/C=C/C(=O)c2ccc(OC)cc2O)C(C(=O)NC2CCCCC2)c2ccncc2)cc1 (configuration not stated)	-2	-3	15	-38	-4	2	3	-6	32	4	9
16	Cc1cc(C)n(C(=O)CN2C(=O)CCC2=O)n1	-13	3	8	-12	-13	4	-2	-5	6	-5	7
17	COc1ccccc1N(CC(=O)N/N=C/c1ccc(OCC(=O)NCc2ccco2)cc1)S(=O)(=O)c1ccc(C)cc1	36	8	-1	-18	11	13	-2	.	30	-2	43
18	CC(C)c1nc2cc(C(=O)N3CCN(c4cnccn4)CC3)ccc2o1	18	.	-8	-10	-15	7	-5	-6	-16	-2	-22
19	CC(C)c1ccc(C2c3[nH]c4ccccc4c3C[C@H]3C(=O)N(c4ccccc4C(=O)N4CCC[C@@H]4C(=O)O)C(=O)N23)cc1 (some centres not stated)	9	-1	13	-15	-5	0	.	.	-28	3	-8
20	CCOC(=O)N1CCN(S(=O)(=O)c2ccc(OCC(=O)OC)c(Cl)c2)CC1	-11	7	-2	-4	-7	13	2	-7	13	-2	-1
21	Cc1ccc(NC(=O)N2CCCN(C(=O)OC(C)(C)C)CC2)cc1Cl	11	-20	1	-28	5	2	9	-13	-12	1	-2
22	COc1ccc(CN=Cc2c(O)[nH]c3ccccc23)cc1	-32	-7	-12	-19	1	3	2	1	-154	1	-101
23	COc1ccc2c(c1)c(C(=O)OCCN(C)C)c(C)n2C	-10	0	-14	-18	-15	9	3	-3	6	-2	3
24	CCn1cc(S(=O)(=O)Nc2ccc(C)c(Cl)c2)cn1	6	-6	7	17	4	5	3	-7	-2	3	9
25	N#CCSc1nnc2sc3ccccc3n12	-9	6	-1	-30	3	2	-1	-3	-3	3	-21

Of the compounds above, two have fluorine.
cpd	SMILES	Shn3 3UTR inh	Vif imaging	MITF TRPM1 inh	NR2E3 ag-1	CF NFkB inh	KKLEB tox	PDI inh	CaV13 ICDI inh	HIF-2a block	NR2E3 ag-2	Peg3 promoter
10	Nc1ccn([C@@H]2O[C@H](C(=O)NCCc3ccc(F)cc3)[C@@H](O)[C@H]2O)c(=O)n1	2	.	.	-5	-3	-12	.	-11	13	.	4
12	CCN(CC(=O)Nc1ccccc1C(F)(F)F)C(=O)C1=COCCO1	-3	-4	-2	-29	16	-12	-8	-2	7	4	1

Copied from the list:
Under Vif imaging, no. 2 reads 8
Under MITF TRPM1 inh, no. 5 reads 7
Under HIF-2a block, no. 22 reads -154

Later entries.
cpd	SMILES	Shn3 3UTR inh	Vif imaging	MITF TRPM1 inh	NR2E3 ag-1	CF NFkB inh	KKLEB tox	PDI inh	CaV13 ICDI inh	HIF-2a block	NR2E3 ag-2	Peg3 promoter
26	O=C(Oc1cccc(Nc2ncnc3ccccc23)c1)c1cccnc1	9	-12	-17	-32	18	-6	-4	8	-10	1	-3
27	COc1ccccc1CCN=C(N)NS(=O)(=O)c1cc(F)ccc1F	28	5	-12	-3	-15	-4	0	.	11	3	8
28	COc1ccc(NC(=O)NNC(=O)CCc2ccc(O)c(O)c2)cc1OC	2	3	23	-32	18	-1	-5	.	17	1	9
29	COc1ccc(CN2CCN(CCc3ccccc3)C(CCO)C2)c(O)c1 (configuration not stated)	16	2	6	5	-8	-3	2	2	12	-3	18
30	COc1ccc(N2CCN(c3ccc(C(=O)O)cc3[N+](=O)[O-])CC2)cc1	-3	-11	1	3	-18	-11	-13	-21	-10	0	2
31	Cc1cc(CNC(=O)C2CCC(=O)N(Cc3ccccc3F)C2)nn1C (configuration not stated)	-23	-13	-2	-3	5	5	11	-5	6	1	-8
32	CN(C)N1C(N)=C(C#N)C(c2cccs2)C2=C1CCCC2=O (configuration not stated)	2	1	2	17	-2	0	7	-7	13	1	7
33	CC(=O)Nc1ccc(Sc2ccccc2C(=O)O)cn1	3	-8	12	-11	-3	3	5	-4	21	7	-7
34	O=C(NCC1CCCO1)c1ccc([N+](=O)[O-])s1 (configuration not stated)	-31	1	28	-2	-6	1	-7	-2	-7	1	-20
35	NC(=O)C1CC(=O)N(c2ccc(OCC(=O)N3CCCC3)cc2)C1 (configuration not stated)	-32	14	4	3	-4	-2	1	-5	5	.	13
36	Cc1nnc(SCc2ccc(F)cc2Cl)s1	-54	-3	-70	-94	-9	1	5	-8	-245	1	-221
37	COc1ccc([C@H]2C[C@H](O)[C@@H](n3cc(-c4ccc(F)cc4)nn3)CN2CC2CCCCC2)cc1	14	0	.	-17	7	-14	13	-6	10	.	9
38	COc1cc(OC)cc(C(=O)Nn2c(C)nc3ccccc3c2=O)c1	-3	-6	-4	-10	-10	0	-6	.	3	0	16
39	CCOc1ccc(CN(C)C(=O)c2ccc(NC(=O)CC3SC(N4CCCC4)=NC3=O)cc2)cc1 (configuration not stated)	8	-8	-1	1	9	0	14	-6	9	3	5
40	CCc1ccc(CN(Cc2cccnc2)C(=O)/C=C/c2ccc(OC)cc2)cc1	43	-16	-7	-1	3	6	6	-3	-57	0	-38
41	CCOC(=O)C1C(=O)NC(N2CCCCC2)=NC1c1ccco1 (configuration not stated)	-6	7	-3	10	-6	-4	-5	-1	2	-2	4
42	CC(C)Sc1nnc(NC(=O)c2ccco2)s1	-35	-5	-44	-113	1	10	1	-1	-144	1	-118
43	CCn1cc(CN(C)S(=O)(=O)c2cccc([N+](=O)[O-])c2)cn1	-5	-2	1	-3	7	-4	7	1	1	4	6
44	Cc1cccnc1NCC(O)COc1ccccc1 (configuration not stated)	-17	-2	-7	-1	-8	-15	15	-8	10	3	5
45	Cc1ccc(OCC(=O)NC(C)c2ccc(Cl)c(Cl)c2)c([N+](=O)[O-])n1 (configuration not stated)	5	3	0	5	2	1	-6	-2	9	3	33
46	CSc1ccccc1NC(=O)CN(C)Cc1cc(=O)n2ccsc2n1	-3	-9	7	-26	8	2	-1	1	14	1	14
47	N#Cc1cc([N+](=O)[O-])ccc1NCCc1ccccn1	-18	-5	-1	-18	-9	1	4	-1	-22	6	1
48	Cc1cc(NC(=O)c2ccccc2[N+](=O)[O-])ccc1Br	-55	7	-59	-22	-9	12	2	-5	-281	-4	-204
49	CCOC(=O)c1sc(NC(=S)NC(=O)C2CCCC2)cc1C	1	0	5	-18	10	-1	7	-7	-34	8	-55
50	O=C(Cc1ccc(F)cc1)NC1CCS(=O)(=O)C1 (configuration not stated)	5	-2	3	-10	-4	8	2	-7	4	0	4
51	CC(O)C(NS(=O)(=O)c1ccc(Cl)cc1)C(=O)OCC(=O)c1ccc2c(c1)NC(=O)CO2 (configuration not stated)	-9	-1	14	12	29	-16	2	-6	-5	.	-8
52	O=C(NC1CCCC1)C(c1ccc(F)cc1)N(Cc1ccc(F)cc1)C(=O)c1ccn[nH]1 (configuration not stated)	3	3	4	-13	-16	8	0	-3	9	5	4
53	CC[N+]1(CC)CC2=Cc3c(ccc4ccccc34)C(C)C2C1 (configuration not stated)	3	5	15	-8	-6	3	0	-4	10	-1	7
54	O=C1CSC(c2cccc(Cl)c2Cl)N1c1ccccn1 (configuration not stated)	-10	-7	-2	6	-3	0	-1	-4	22	1	8
